Source: PubChem BioAssay (NMMLSC)
Yeast superoxide = yeast age-related superoxide inhibition as caloric restriction mimetic. superoxide response (% of plate mean), % at 10 µM. 330,000 compounds, 0.18% hits. S. cerevisiae aged cells, superoxide DHE fluorescence; hits give low values;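 active means superoxide response under a set limit, about three screen SD below normal, cut at about 65% in these data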;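 further: yeast aged for seven days with compound at 30 °C before DHE staining; 100% = average MFI of all compound-treated wells on the plate with controls excluded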
CIT2 TOR yeast = alters CIT2-GFP fluorescence in TOR pathway yeast screen; GFP response vs DMSO, % at 10 µM; S. cerevisiae CIT2-GFP strain, flow cytometry, 3 h; 100 means same as DMSO wells; 320,000 compounds, 0.065% hits;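 active means GFP response relative to DMSO above a set limit, near the screen mean plus 3 SD, cut at about 150% in these data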;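 further: ratio of well median GFP fluorescence to mean of DMSO wells on the plate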
MEP2 TOR yeast = modulators of TOR pathway MEP2-GFP in S. cerevisiae; GFP response vs DMSO, % at 10 µM; S. cerevisiae MEP2-GFP strain, flow cytometry GFP, 3 h; 100% = DMSO control level; 330,000 compounds, 0.51% hits; AID 2016;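 active means GFP response versus DMSO above a set limit, roughly screen mean plus 3 SD, cut at about 180% in these data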;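 further: median GFP fluorescence of the barcode-gated MEP2-GFP cells per well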
LAP4-GFP MLPCN = modulators of TOR pathway LAP4-GFP in S. cerevisiae; 320,000 compounds, 0.34% hits; AID 2023; S. cerevisiae LAP4-GFP multiplex, flow cytometry GFP, 3 h; median GFP as percent of DMSO wells; GFP response vs DMSO, % at 10 µM;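 active means GFP response vs DMSO above a set limit, about the screen mean plus 3 SD, cut at about 150% in these data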
RPL19A TOR yeast = yeast TOR pathway RPL19A-GFP modulation; S. cerevisiae RPL19A-GFP strain, flow cytometry, 3 h; hits give low values; percent response vs DMSO, % at 10 µM; 330,000 compounds, 0.3% hits; AID 2025;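 active means percent response vs DMSO below 50%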;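 further: median channel GFP fluorescence of the barcoded RPL19A-GFP strain; ratio of sample median GFP to plate DMSO average so 100% = DMSO; lower means less RPL19A-GFP as with rapamycin TOR inhibition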
GRK2 inh = blocks RNA aptamer binding to human GRK2. P25098. bead flow cytometry, FAM-aptamer displacement from GRK2. inhibition of aptamer binding, % at 10 µM. 330,000 compounds, 0.59% hits;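 active means inhibition of aptamer binding above 40%, roughly 3 SD of noise, on plates passing a quality check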;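 further: median bead fluorescence of bound FAM aptamer so fluorescent compounds give negative values; no value below 0 was filed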
AGP1 TOR yeast = modulators of TOR pathway AGP1-GFP in S. cerevisiae | AID 2066 | GFP response vs DMSO, % at 10 µM | 320,000 compounds, 0.02% hits | S. cerevisiae AGP1-GFP multiplex flow cytometry, 3 h; GFP as percent of DMSO wells;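 active means GFP response relative to DMSO above a set limit, near screen average plus 3 SD, cut at about 150% in these data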;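 further: median GFP channel fluorescence of the gated AGP1 strain per well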
VLA-4 inh = inhibition in a human VLA-4 binding assay; inhibition, % (about 7 µM as worked out from the volumes in the protocol); AID 2557; 330,000 compounds, 0.2% hits; P13612; VLA-4 expressing cells, ligand binding flow cytometry; in the data active means inhibition above about 50%
Target sequence (P13612 whole entry, looked up): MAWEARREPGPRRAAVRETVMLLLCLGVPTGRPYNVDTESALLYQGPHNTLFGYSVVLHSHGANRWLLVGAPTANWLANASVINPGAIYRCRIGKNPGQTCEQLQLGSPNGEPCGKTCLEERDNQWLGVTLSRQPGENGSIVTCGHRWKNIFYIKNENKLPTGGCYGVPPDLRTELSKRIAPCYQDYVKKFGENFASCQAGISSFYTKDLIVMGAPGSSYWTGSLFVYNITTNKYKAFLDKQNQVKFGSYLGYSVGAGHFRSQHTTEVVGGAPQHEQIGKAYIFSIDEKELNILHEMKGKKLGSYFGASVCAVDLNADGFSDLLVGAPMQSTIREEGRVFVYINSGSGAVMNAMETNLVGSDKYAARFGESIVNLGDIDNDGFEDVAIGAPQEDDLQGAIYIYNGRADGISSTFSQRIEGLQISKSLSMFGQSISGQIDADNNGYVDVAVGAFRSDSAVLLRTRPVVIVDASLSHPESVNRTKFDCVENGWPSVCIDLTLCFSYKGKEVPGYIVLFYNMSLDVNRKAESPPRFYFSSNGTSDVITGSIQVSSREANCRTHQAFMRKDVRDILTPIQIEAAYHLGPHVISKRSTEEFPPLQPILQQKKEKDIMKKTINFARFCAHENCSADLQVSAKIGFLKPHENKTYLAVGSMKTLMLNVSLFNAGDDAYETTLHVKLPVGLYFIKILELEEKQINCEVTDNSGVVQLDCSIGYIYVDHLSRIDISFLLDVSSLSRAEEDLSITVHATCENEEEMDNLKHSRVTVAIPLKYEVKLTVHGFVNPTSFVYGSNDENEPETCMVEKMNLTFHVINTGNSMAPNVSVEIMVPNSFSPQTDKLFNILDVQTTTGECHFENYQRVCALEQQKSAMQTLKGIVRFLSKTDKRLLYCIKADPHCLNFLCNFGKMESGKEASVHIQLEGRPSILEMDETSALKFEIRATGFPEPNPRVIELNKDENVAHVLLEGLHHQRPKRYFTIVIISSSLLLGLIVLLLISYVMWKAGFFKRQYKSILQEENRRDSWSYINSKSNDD
Starred values were filed as active, the others as inactive; . = no result given.

SMILES | Yeast superoxide | CIT2 TOR yeast | MEP2 TOR yeast | LAP4-GFP MLPCN | RPL19A TOR yeast | GRK2 inh | AGP1 TOR yeast | VLA-4 inh
CCN1CCCC(NC(=O)c2cc([N+](=O)[O-])ccc2OC)C1 (stereo unspecified) | 80 | 99 | 103 | 100 | 104 | 0 | 104 | 10
COc1ccc(C(=O)C2CCCN(C(=O)Cc3c(C)noc3C)C2)cc1OC (stereo unspecified) | 95 | 120 | 113 | 114 | 104 | 0 | 109 | -2
CCN1C(Nc2ccccc2)=NC[C@@H]1C | 107 | 67 | 91 | 108 | 94 | 4 | 80 | 49
CCOc1ccc(NC(=O)COC(=O)c2c(OC)cccc2OC)cc1 | 79 | 104 | 108 | 102 | 103 | 6 | 108 | -6
Cc1ccc(C2(C)NC(=O)N(CC(=O)NCc3ccccc3Cl)C2=O)cc1 (stereo unspecified) | 97 | 93 | 95 | 94 | 96 | 9 | 100 | 46
Cc1ccccc1N(Cc1nnc2n1CCCCC2)C(=O)Nc1ccccc1 | 109 | 103 | 106 | 109 | 105 | 1 | 107 | 2
C/C(=N\Nc1cc(Cl)nc(C)n1)c1ccc(C)cc1 | 108 | 93 | 96 | 98 | 93 | 1 | 86 | -3
CN(Cc1nc2ccccc2c(=O)[nH]1)C(=O)COc1ccccc1Cc1ccccc1 | 85 | 98 | 96 | 95 | 98 | 0 | 95 | 3
CCCc1nc(NCc2ccco2)c(C#N)c2c1COC(C)(C)C2 | 111 | 105 | 102 | 95 | 98 | 0 | 104 | 0
O=C(NCCc1ccccc1)c1ccc2c(c1)S(=O)(=O)c1ccccc1C2=O | 91 | 90 | 90 | 129 | 99 | 0 | 86 | -13
Cc1ccccc1/C=N/NC(=O)Cn1cnc([N+](=O)[O-])n1 | 119 | 92 | 104 | 95 | 93 | 9 | 92 | 14
CCn1cc(/C=N\NC(=O)c2c[nH]c3ccccc23)c(C)n1 | 91 | 94 | 88 | 91 | 95 | 0 | 91 | 0
COc1ccc(NC(=O)c2ccc3c(c2)OCO3)cc1 | 98 | 95 | 106 | 99 | 100 | 0 | 94 | 8
CCOc1cc2[nH]c(=O)n(CCCN3CCN(c4ccc(OC)cc4)CC3)c(=O)c2cc1OCC | 90 | 105 | 100 | 109 | 99 | 0 | 105 | -3
CCN(CC)c1ccc(-c2c(C#N)c(N)nc(OC)c2C#N)cc1 | 98 | 95 | 101 | 104 | 95 | 2 | 98 | -20
O=C(CSc1nnc(-c2cccnc2)s1)Nc1ccc(C(=O)O)cc1 | 108 | 93 | 94 | 102 | 102 | 8 | 101 | 2
CCOC(=O)C1=C(C)NC(C)=C(C(=O)OCC)C1c1cccs1 | 90 | 93 | 98 | 88 | 98 | 0 | 93 | 1
COc1cc2cc(CCCOC(=O)c3ccc(C(F)(F)F)cc3)oc(=O)c2cc1OC | 101 | 96 | 99 | 106 | 97 | 0 | 100 | -13
Cc1noc(C)c1COC(=O)Cc1ccc(Cl)c(Cl)c1 | 107 | 87 | 82 | 79 | 92 | 6 | . | 9
Cc1ccc(NC(=S)NCc2ccc3c(c2)OCO3)c(C)c1 | 111 | 94 | 106 | 99 | 95 | 3 | 101 | 11
CCOC(=O)C1=C(C)C(c2ccccc2OC)NC(=S)N1 (stereo unspecified) | 92 | . | 96 | 90 | 98 | 10 | 96 | 6
N#CC(=C=[N-])C1=C(C#N)C(c2ccccc2F)C([n+]2ccccc2)C(O)(C2CC2)N1 (stereo unspecified) | 84 | 103 | 88 | 99 | 99 | 2 | 100 | 6
CN(C)CCCNC(=O)/C(=C\c1ccc(-c2cccc([N+](=O)[O-])c2)o1)NC(=O)c1ccccc1 | 124 | 101 | 90 | 89 | 95 | 1 | 96 | 7
CCOC(=O)c1ccc(N2C(=O)CC(Nc3ccc(O)cc3)C2=O)cc1 (stereo unspecified) | 112 | 100 | 107 | 104 | 102 | 0 | 110 | -3
CN(c1ccccc1)S(=O)(=O)c1cccc(NC(=O)CCNC(=O)c2ccc(Cl)cc2)c1 | 89 | 84 | 88 | 75 | 86 | 1 | 85 | -2
COc1cccc(CN(C)C(=O)CN2C(=O)NC(c3ccccc3)(c3ccccc3)C2=O)c1OC | 83 | 94 | 92 | 97 | 98 | 1 | 102 | 5
Cc1[nH]c(=O)[nH]c(=O)c1/C=N/NC(=O)CCCCCNC(=O)OC(C)(C)C | 76 | 104 | 96 | 97 | 97 | 3 | 99 | 0
CCOC1(/N=C(\C)NS(=O)(=O)c2ccc(Cl)cc2)C(C)=CC(=O)C=C1C | 81 | 98 | 92 | 89 | 94 | 1 | 95 | 16
COCCn1c(SCC(=O)NCc2cccs2)nnc1-c1ccc(OC)cc1 | 103 | 104 | 98 | 92 | 100 | 1 | 104 | 11
O=C(c1ccc(NS(=O)(=O)c2cccs2)cc1)N1CCOCC1 | 90 | . | 103 | 81 | 106 | 0 | 91 | -4
Cc1nnc2ccc(N3CCC4(CC3)OCCO4)nn12 | 91 | 109 | 108 | 104 | 101 | 2 | 107 | 11
O=C(Nc1ccccc1)c1ccc(NCCN2CCOCC2)c(S(=O)(=O)N2CCOCC2)c1 | 98 | 101 | 98 | 105 | 98 | 1 | . | 1
COc1ccc(-c2[nH]c(-c3ccc(SC)cc3)nc2SCC(=O)Nc2nccs2)cc1 | 98 | 98 | 100 | 102 | 101 | 0 | 102 | 11
Cc1ccccc1-n1c(C)cc(/C=C2\NC(=O)NC2=O)c1C | 104 | 111 | 107 | 130 | 115 | 5 | 117 | -4
COc1ccc(CN2CCN(CC(=O)Nc3ccccc3C(=O)NC3CC3)CC2)cc1F | 78 | 99 | 104 | 100 | 99 | 4 | 106 | 2
Cc1ccc(Cn2nnc3c(=O)[nH]c(C4CCN(S(=O)(=O)/C=C/c5ccccc5)CC4)nc32)cc1 | 93 | 112 | 95 | 94 | 97 | 0 | 99 | 4
CCCCc1c(O)nc(SCC(=O)N2CCCCCC2)[nH]c1=O | 118 | 97 | 102 | 94 | 97 | 5 | 98 | 2
CCCSc1nc(C)cc(C)c1S(=O)(=O)c1ccccc1C | 118 | 101 | 97 | 91 | 99 | 3 | 95 | -10
C=CCOc1ccc(CNC(C)(C)CO)cc1OC | 102 | 99 | 101 | 100 | 95 | 0 | 96 | 17
Cc1nc(C)c(C(=O)NCCC(c2ccccc2)c2ccccc2)o1 | 95 | 106 | 108 | 108 | 100 | 0 | 110 | -6
Cn1c(SCC(=O)c2ccccc2)nnc1C1COc2ccccc2O1 (stereo unspecified) | 118 | 83 | 87 | 104 | 94 | 2 | 97 | 0
Cc1cccc(NC(=O)N2CCc3ccccc3C2)c1C | 105 | 88 | 102 | 85 | 117 | 1 | 85 | 5
COc1ccc(OC)c(NC(=O)CSc2ccc3nnc(-c4ccccn4)n3n2)c1 | 101 | 101 | 96 | 113 | 100 | 3 | 108 | -12
COc1ccccc1/C=C\C(=O)NCC(=O)N/N=C(/C)c1cccc([N+](=O)[O-])c1 | 96 | 110 | 107 | 94 | 105 | 0 | 109 | -3
COCCCn1c(SCC(=O)Nc2ccccc2)nnc1-c1ccncc1 | 98 | 100 | 97 | 94 | 95 | 0 | 99 | -9
Cn1c(C(O)c2ccc(Cl)cc2)nc(Cl)c1Cl (stereo unspecified) | 104 | 101 | 109 | 99 | 101 | 1 | 101 | 3
Cc1ccc(NC(=O)CN2C(=O)S/C(=C/c3ccncc3)C2=O)cc1 | 105 | 101 | 92 | 103 | 98 | 0 | 98 | 7
O=C1Nc2cc(Cl)c(Cl)cc2N(O)N1c1cc(Cl)cc(Cl)c1 | 129 | 98 | 100 | 101 | 99 | 0 | 98 | 21
Cc1ccc(F)cc1NC(=O)c1cnccn1 | 102 | 80 | 88 | 78 | 95 | 0 | 78 | 12
CCCN(CC(=O)Nc1ccccc1C)C(=O)c1ccc(C(=O)c2ccccc2)cc1 | 95 | 93 | 101 | 118 | 100 | 0 | 106 | 6
Following part.
SMILES | Yeast superoxide | CIT2 TOR yeast | MEP2 TOR yeast | LAP4-GFP MLPCN | RPL19A TOR yeast | GRK2 inh | AGP1 TOR yeast | VLA-4 inh
CS(=O)(=O)c1ccc(C(=O)OCc2nnc(-c3ccc(Cl)cc3)o2)cc1[N+](=O)[O-] | 119 | 103 | 104 | 122 | 95 | 0 | 102 | 12
CCn1c(=O)c2ccccc2n2c(SCC(=O)N3CCCc4ccccc43)nnc12 | 108 | 94 | 100 | 98 | 99 | 2 | 95 | 10
C=CCN(CC=C)C(=O)C1CCC(C(=O)N(CC=C)CC=C)CC1 (stereo unspecified) | 104 | 99 | 100 | 97 | 104 | 4 | 107 | 25
Clc1ccc(C2[C@H]3CN(Cc4cccnc4)[C@H](c4ccccc4)C34CC2(c2ccccc2)C4)cn1 (stereo partly specified) | 94 | 106 | 108 | 98 | 101 | 0 | 110 | -6
Cc1cc2occ(CC(=O)NNC(=O)c3ccccc3F)c2cc1C | 94 | 96 | 109 | 84 | 107 | 6 | 94 | 7
CC1(C)Cc2c(C#N)c(SCCC#N)nc(N3CCOCC3)c2CS1 | 91 | 104 | 103 | 99 | 102 | 4 | 102 | 17
CCc1noc(C)c1C(=O)N1CCN(S(=O)(=O)c2ccc(C(C)C)cc2)CC1 | 89 | 101 | 101 | 107 | 100 | 1 | 106 | 2
O=C(CN1CCN(Cc2ccccc2F)C1=O)NCCc1ccc(Cl)cc1 | 98 | 101 | 102 | 105 | 101 | 2 | 97 | 2
COCCn1nnnc1C(c1ccc(O)c(OC)c1)N1CCc2ccccc2C1 (stereo unspecified) | 106 | 102 | 91 | 87 | 97 | 0 | 101 | 18
CC1(C)Cn2c(nnc2-c2cccc(O)c2)S1 | 112 | 94 | 104 | 99 | 98 | 1 | 92 | .
Cc1c(C(=O)N2CCN(c3ncccn3)CC2)oc2ccc(Cl)cc12 | 100 | 95 | 97 | 113 | 96 | 0 | 94 | 3
CC1CN(C(=O)CSc2cn(CC(=O)N3CCOCC3)c3ccccc23)CC(C)O1 (stereo unspecified) | 110 | 103 | 102 | 106 | 101 | 1 | 102 | -1
CCOc1ccc(C(=O)Nc2ccc(NC(=O)c3ccccc3)cc2)cc1Br | 105 | 101 | 92 | 83 | 98 | 0 | 28 | 5
CCOC(=O)Cc1nn[nH]n1 | 98 | 96 | 98 | 102 | 98 | 2 | 100 | 0
Cc1c(C(=O)O)sc2nc(CSc3nnc(-c4ccc(F)cc4)n3C)[nH]c(=O)c12 | 90 | 100 | 103 | 98 | 105 | 1 | 107 | 9
COc1ccc(-c2cc(C(=O)N3CCCCCC3)no2)cc1OC | 105 | 92 | 102 | 96 | 97 | 0 | 97 | -9
Brc1ccc(CNCC2CCCO2)cc1 (stereo unspecified) | 99 | 95 | 109 | 100 | 106 | 0 | 99 | 19
O=C(Cc1ccccc1[N+](=O)[O-])Nc1nccs1 | 99 | 114 | 113 | 109 | 114 | 2 | 107 | -2
CCOc1ccc(C(C)NC(=O)c2ccccc2F)cc1 (stereo unspecified) | 98 | 99 | 103 | 85 | 102 | 4 | 90 | 9
Cc1ccc(C(=O)N(Cc2ccccc2)C(C)(C)C)cc1C | 86 | 94 | 104 | 93 | 101 | 2 | 98 | -4
CC1CCCCN1CC(=O)NC(=O)NCc1ccccc1 (stereo unspecified) | 108 | 103 | 102 | 101 | 99 | 0 | 98 | -5

Ordered by SMILES length (descending): three of the compounds above
SMILES | Yeast superoxide | CIT2 TOR yeast | MEP2 TOR yeast | LAP4-GFP MLPCN | RPL19A TOR yeast | GRK2 inh | AGP1 TOR yeast | VLA-4 inh
COc1ccc(CN2CCN(CC(=O)Nc3ccccc3C(=O)NC3CC3)CC2)cc1F | 78 | 99 | 104 | 100 | 99 | 4 | 106 | 2
Cc1c(C(=O)N2CCN(c3ncccn3)CC2)oc2ccc(Cl)cc12 | 100 | 95 | 97 | 113 | 96 | 0 | 94 | 3
CCCCc1c(O)nc(SCC(=O)N2CCCCCC2)[nH]c1=O | 118 | 97 | 102 | 94 | 97 | 5 | 98 | 2
